# PNC assembly inh: blocks assembly of the perinucleolar compartment; PC3M PTB-GFP, PNC prevalence imaging, 16 h; active compounds read low; activity change (PNC), negative = inhibition, % at 10 µM; actives 3.1% (n = 140,000);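 active = readout at or below -70, meaning at least 70% loss of cells showing the perinucleolar compartment, a nuclear body marking cancer cells; inconclusive = readout between -30 and a set limit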;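 note: plate controls were DMSO wells for no effect and camptothecin positive control wells for full effect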
#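 Compounds are pinned in duplicate onto adhered PC3M cells stably expressing GFP-tagged PTB and incubated 16 h at 37 C. Cells are then fixed, nuclei stained with Hoechst, and PNC-positive cells counted.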
# IMPase inh: membrane-permeable compound that blocks inositol monophosphatase | CHO-M1 cells, IP1 accumulation, HTRF TR-FRET ratio | inhibition (IP1 accumulation), % at 46.1 µM | 120,000 tested, under 10 active | P97697; active = well fitted curve in the direction sought with a large enough effect in the signal ratio, not every such curve was filed as active; inconclusive = small, poorly fitted or top-dose-only effect, or a change in a side signal; inactive = no such curve, though single readings can be large or run the other way; the % refers to the signal ratio;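 note: cells stimulated with carbachol in lithium chloride buffer; plate controls were DMSO basal wells for no effect and reference inhibitor wells for full effect; higher means more IMPase inhibition seen as more IP1 and lower FRET ratio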
# Target sequence (P97697 whole entry, looked up): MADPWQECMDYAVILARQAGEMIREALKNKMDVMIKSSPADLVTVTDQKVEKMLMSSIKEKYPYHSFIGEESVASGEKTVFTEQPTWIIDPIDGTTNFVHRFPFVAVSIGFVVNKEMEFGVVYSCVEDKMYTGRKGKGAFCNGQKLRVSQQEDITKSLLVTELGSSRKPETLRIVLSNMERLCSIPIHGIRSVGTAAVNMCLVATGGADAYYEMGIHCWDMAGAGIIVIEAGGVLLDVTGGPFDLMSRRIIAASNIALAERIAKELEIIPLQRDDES
#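 Elevated IP1 in lysates lowers TR-FRET signal (665/620 ratio and 620 channel reported). Cells were CHO-M1, given carbachol (50 uM as added) plus 50mM LiCl, pH 7.4, 30 min, 37C; compounds titrated up to 46 uM; AC50 by Hill equation.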
# 15-hLO-2 inh: blocks human 15-lipoxygenase 2 activity; O15296; purified 15hLO-2, xylenol orange hydroperoxide absorbance; Potency, µM (series often up to 57.1 µM), inactives show top-dose activity change, negative = inhibition, usual class: inhibitors; actives 0.56% (n = 110,000); AID 881; note: potency is the fitted concentration of half-maximal effect; nearly all actives have a fitted effect of over 60% in size; many of its hits are not listed in these tables
# Target sequence (O15296 whole entry, looked up): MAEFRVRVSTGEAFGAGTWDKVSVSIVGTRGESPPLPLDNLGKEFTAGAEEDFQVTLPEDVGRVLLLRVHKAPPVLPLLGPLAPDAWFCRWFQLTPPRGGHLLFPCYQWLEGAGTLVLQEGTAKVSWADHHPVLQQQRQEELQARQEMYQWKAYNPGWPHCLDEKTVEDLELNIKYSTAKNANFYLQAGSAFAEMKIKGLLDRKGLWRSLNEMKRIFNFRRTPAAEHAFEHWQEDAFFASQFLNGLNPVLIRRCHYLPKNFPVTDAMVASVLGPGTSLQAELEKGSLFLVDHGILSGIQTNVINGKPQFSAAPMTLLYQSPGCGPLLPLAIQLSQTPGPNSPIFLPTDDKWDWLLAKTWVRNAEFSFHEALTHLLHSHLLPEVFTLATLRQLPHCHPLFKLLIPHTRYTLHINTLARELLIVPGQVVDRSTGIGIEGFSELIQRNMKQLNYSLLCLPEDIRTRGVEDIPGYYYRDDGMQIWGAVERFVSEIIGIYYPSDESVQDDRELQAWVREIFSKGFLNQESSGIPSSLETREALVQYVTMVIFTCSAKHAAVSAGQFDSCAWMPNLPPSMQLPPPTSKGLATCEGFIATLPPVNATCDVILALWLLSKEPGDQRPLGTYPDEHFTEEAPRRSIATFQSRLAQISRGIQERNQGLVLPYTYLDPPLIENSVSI
#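 Purified human 15hLO-2 (50 nM) preincubated 15 min with compound, then 45 uM arachidonic acid for 90 min at RT in 25 mM Hepes pH 7.5, 0.01% Triton X-100. Hydroperoxide detected by Fe-xylenol orange; 573/405 nm absorbance ratio.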
# ALOX12 inhib: inhibitors of human 12-lipoxygenase (ALOX12); purified 12-hLO, xylenol orange hydroperoxide absorbance; Potency, µM (top dose mostly 57.1 µM), for inactives: at the highest dose activity change, negative = inhibition, usual class: inhibitors; actives 0.12% (n = 150,000); AID 1452; note: potency is the fitted concentration of half-maximal effect; nearly all actives have a fitted effect of over 55% in size; many of its hits are not listed in these tables
#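 Xylenol orange chromogenic assay: hydroperoxide from 12hLO oxidises Fe(II), giving red-shifted Fe(III)-XO absorbance. Conditions: 150 nM enzyme, 40 uM arachidonic acid, 25 mM Hepes pH 7.0, 0.01% Triton X-100, 30 min, room temperature.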
# Starred values were filed as active, the others as inactive; ? = inconclusive; . = no result given; [ ] = another dose, or the depositor's remark. Unless noted, calls come from the whole dose curve; as a rule, active = well fitted curve in the direction sought with a large enough effect; inconclusive = small, poorly fitted or top-dose-only effect, or another doubt; inactive = no such curve, though single readings can be large; an effect the other way counts as inactive or inconclusive. Unless noted, % is set by controls: 0 for no effect and ±100 for the full control effect. Not a hit list. Share with any hit: about 3.1%.
SMILES,PNC assembly inh,IMPase inh,15-hLO-2 inh,ALOX12 inhib
Cc1[nH][nH]c(=O)c1N=Nc1ccccc1,-24,9,-18%,5%
COC(=O)CN1C(=O)CSc2ncccc21,?,-3,1%,11%
COc1cc(C(=S)N2CCCC2)ccc1O,12,5,-26%,-14%
O=C(Nc1ccc(Cl)cc1)OCc1cn(-c2ccc(Cl)cc2)nn1,-11,-3,-2%,-2%
Cc1ccnc(NS(=O)(=O)c2ccc(NC(=O)Cc3ccccc3)cc2)n1,?,.,.,1%
CCOC(=O)N1CCN(S(=O)(=O)c2ccc(OCC)c(C)c2)CC1,25,2,1%,-7%
Cn1c(=O)cc(OCCCC(=O)N2CCN(Cc3ccc4c(c3)OCO4)CC2)c2ccccc21,19,2,17%,3%
Clc1ccc(-c2nn3c(-c4ccncc4)nnc3s2)c(Cl)c1,22,2,2%,-5%
COc1ccc(NC(=O)Cn2c(=O)n(CC(=O)NCc3ccco3)c(=O)c3ccccc32)cc1OC,-11,-13,-21%,-3%
Cc1cc(C)nc(NC(=O)c2ccc(Cl)c(Cl)c2)n1,?,2,7%,15%
Cc1ccc(S(=O)(=O)NCC(=O)OC(C)C(=O)Nc2ncc(Cl)cc2Cl)cc1 (stereo not drawn),32,16,-4%,3%
CCOC(=O)c1c(C(C)(C)C)oc2ccc(O)cc12,-3,6,-3%,-27%
CCCN1C(=O)/C(=C/c2ccc(C)s2)SC1=Nc1ccc(OC)cc1,13,9,-6%,0%
CC(C)CNc1nc(Oc2ccc(=O)n(C)n2)nc(N2CCOCC2)n1,-14,-1,5%,1%
Cc1ccc(-n2nnnc2SCC(=O)c2cc(C)n(-c3cc(C)on3)c2C)cc1,-27,3,27%,-1%
O=C(NCCc1csc(-c2ccc(C(F)(F)F)cc2)n1)c1cccs1,1,0,0%,0%
COc1ccc(C2C(C#N)=C(N)OC3=C2C(=O)CC(C)(C)C3)cc1Cn1nc(C)c([N+](=O)[O-])c1C (stereo not drawn),5,7,.,-1%
O=C(C1COc2ccccc2O1)N1CCN(c2ccccc2F)CC1 (stereo not drawn),-6,6,-2%,-3%
Cn1c(=O)c2c3c(sc2n2c(SCC(N)=O)nnc12)CC(C(C)(C)C)CC3 (stereo not drawn),?,10,-4%,6%
CCC(=O)N1CCN(c2ccc(NC(=O)c3cc4ccccc4o3)cc2)CC1,2,4,.,0%
COCCNCC(=O)C12CC3CC(CC(C3)C1)C2,-19,0,3%,2%
Nc1ccc(S(=O)(=O)c2cccc(N)c2)cc1,4,6,4%,2%
CC1=C(C(=O)OCc2ccccc2)C(c2ccc(Cl)cc2Cl)NC(=O)N1CCCC(=O)O (stereo not drawn),?,.,.,-5%
Nc1ccc(C(=O)OCc2nc3ccccc3[nH]2)cc1,-5,-1,14%,-4%
COc1ccc2nc3oc(C(=O)N4CCC(C(N)=O)CC4)cc3cc2c1,23,-7,-2%,-1%
CCOc1ccc(NC(=O)CN2C(=O)COc3ccc(Cl)cc32)cc1,-23,-3,4%,6%
COC(=O)c1[nH]c2cccc(C)c2c1NC(=O)CN1CCCc2ccccc21,-11,2,.,-8%
Cc1c(Br)c(=O)[nH]c(=O)n1COCc1ccccc1,-1,13,6%,0%
CCn1ncc(CNC(=O)c2cccc([N+](=O)[O-])c2)c1C,-92*,-10,.,-6%
Cc1cc(C(=O)N/N=C/c2ccco2)c2ccccc2n1,22,.,.,-1%
O=[N+]([O-])c1ccc(Nc2ccc(F)cc2)nc1,-21,.,.,?
Cc1nc2ccc(Cc3ccc4nc(C)[nH]c4c3)cc2[nH]1,-13,8,.,0%
Nc1ccc(C(=O)OCC(=O)N2CCc3ccccc3C2)cc1[N+](=O)[O-],39,.,.,7%
CCn1c(Cc2ccccc2)nnc1SCC(=O)Nc1ccc2c(c1)OCCO2,12,5,-2%,-2%
CCOC(=O)c1cccc(NC(=O)CSc2nnc(-c3cccnc3)n2CC)c1,?,11,3%,2%
C/C(=N\NS(=O)(=O)c1cccc([N+](=O)[O-])c1)c1cc2ccccc2o1,-2,0,?,-10%
COc1ccc(-c2cc(C(=O)N3CC4(C)CC3CC(C)(C)C4)no2)cc1 (stereo not drawn),-11,-4,8%,1%
C=CCOc1ccc2ccccc2c1/C=N/O,27,0,-2%,-5%
CN(C)S(=O)(=O)c1cccc(C(=O)OCC(=O)c2ccc3c(c2)NC(=O)CO3)c1,23,0,-14%,1%
CCn1cc([N+](=O)[O-])c(C(=O)Nc2c(C)nn(Cc3c(F)c(F)c(F)c(F)c3F)c2C)n1,8,-9,1%,2%

# Limited to IMPase inh, PNC assembly inh and 15-hLO-2 inh, for four of the compounds above:
Structure	IMPase inh	PNC assembly inh	15-hLO-2 inh
COc1ccc(C2C(C#N)=C(N)OC3=C2C(=O)CC(C)(C)C3)cc1Cn1nc(C)c([N+](=O)[O-])c1C (stereo not drawn)	7	5	.
O=C(C1COc2ccccc2O1)N1CCN(c2ccccc2F)CC1 (stereo not drawn)	6	-6	-2%
Cn1c(=O)c2c3c(sc2n2c(SCC(N)=O)nnc12)CC(C(C)(C)C)CC3 (stereo not drawn)	10	?	-4%
CCC(=O)N1CCN(c2ccc(NC(=O)c3cc4ccccc4o3)cc2)CC1	4	2	.

# The list continues:
SMILES,PNC assembly inh,IMPase inh,15-hLO-2 inh,ALOX12 inhib
COc1cc2cc(C(=O)O)n(C)c2c(OC)c1OC,?,-3,-1%,-3%
CCCOC(=O)Cc1n[nH]c(=O)[nH]c1=O,26,-5,0%,1%
O=C(Cc1ccc(Cl)cc1)N/N=C1\CCCc2ccccc21,101,3,7%,-1%
COc1ccc(CNC(=O)/C=C/c2ccc(S(=O)(=O)NCc3ccco3)cc2)cc1OC,25,.,.,1%
Fc1ccc(-c2ccnc(=S)[nH]2)cc1,33,3,?,-26%
O=C1c2ccccc2S(=O)(=O)N1CCCCN1CCN(c2ncccn2)CC1,.,5,20%,-1%
CCOC(=O)N1CCN(c2nc(=S)n(-c3ccccc3)c(C)c2C(C)=O)CC1,?,3,-5%,1%
COc1ccc(-c2cc(=O)c3cc(OC)c(OC)cc3[nH]2)cc1,56,.,.,0%
CC(C)Oc1ccc(Br)cc1/C=N\NC(N)=S,-26,.,.,?
Cc1ccc(O)c(-c2cc(-c3cccc(F)c3)n[nH]2)c1,-17,-1,2%,-25%
NC(=O)COc1ccc(C2c3c(oc4ccccc4c3=O)C(=O)N2CC2CCCO2)cc1 (stereo not drawn),-2,2,-2%,-7%
C/C(=N\OC(=O)c1ccc(Cl)cc1)c1nccs1,57,8,7%,-4%
NC(=O)CC[C@@H]1NC(=O)[C@@H]2CCCN2C(=O)c2cc([N+](=O)[O-])cc(I)c2NCCC[C@@H](C(=O)NC(CC(=O)O)C(N)=O)NC1=O (stereo partly drawn),-1,.,.,-1%
CCS(=O)(=O)N1CCCC(C(=O)NCc2ccccc2Cl)C1 (stereo not drawn),10,-5,13%[2.29 µM],-7%
COc1ccccc1N1CCN(c2nc(C)nc3c2oc2ccccc23)CC1,-102*,2,24%,-14%
O=C(Nc1ccc(F)cc1)Nc1ccc(N2CCCC2)c(S(=O)(=O)Nc2ccccc2Cl)c1,43,.,.,1%
CCOc1ccc2nc(SCC(=O)c3ccccc3)sc2c1,?,6,-4%,3%
COc1ccccc1N1CCN(C(=O)Cn2nnc(-c3ccncc3)n2)CC1,15,1,-4%,-2%
CCOC(=O)NC(NC(=O)OCC)C(=O)c1ccccc1,?,12,-4%,2%
Cc1c(NS(=O)(=O)c2ccc3c(c2)n(C)c(=O)n3C)c(=O)n(-c2ccccc2)n1C,-14,8,0%,-3%
CN(C)S(=O)(=O)c1ccc(-c2ccccc2)cc1,33,5,-4%,-8%
COc1cnc(-c2ccccn2)nc1Sc1cccc(Cl)c1,95,7,.,17%
CCc1nccn1S(=O)(=O)c1cccc([N+](=O)[O-])c1,10,.,.,2%
COc1ccc(C2COC(=O)C2=N)c(NC(=O)c2ccccc2)c1 (stereo not drawn),-26,.,.,-4%
COc1ccc(OC)c(NC(=O)CSc2nnc(Cn3nnc4ccccc43)n2C)c1,?,5,-3%,-2%
O=C(CC1SC(=Nc2cccc3ccccc23)N(Cc2ccccn2)C1=O)Nc1ccccc1Br (stereo not drawn),?,.,.,0%
Cc1nn(C)c(Oc2cccc(Cl)c2)c1C(=O)O,32,-12[1.84 µM],13%[11.4 µM],2%
CCCCN1CC(C(=O)NC2CCCCC2)CC1=O (stereo not drawn),?,-1,-6%,-1%
O=C(COc1ccc(Cl)cc1Cl)NCCC1=CCCCC1,-24,2,11%,-18%
COc1ccc(S(=O)(=O)N(C)CC(=O)NC2CCCCC2)cc1OC,7,-4,-1%,-2%
COc1cccc(OCCNc2cc(N3CCCCC3)ccc2[N+](=O)[O-])c1,34,6,-15%,-10%
O=C(O)c1ccc(Cl)cc1NC(=O)C1CCCO1 (stereo not drawn),18,?,-5%,-3%
CS(=O)(=O)N1N=C(c2ccco2)CC1c1ccccc1 (stereo not drawn),15,0,.,9%
CCn1c(=O)[nH]c2ccccc21,.,-5,16%,-3%
CCCCn1c(SCC(=O)N2CCC(C)CC2)nc2ccsc2c1=O,-22,6,-10%,-10%
O=C(O)C1C2C=CC3(CN(Cc4ccncc4)C(=O)C13)O2 (stereo not drawn),6,6,.,-1%
COc1ccc(-c2cc(C(F)(F)F)nc(SCCC(=O)NCc3ccco3)n2)cc1,34,0,.,-1%
COc1ccc(-c2nc(-c3ccccc3)no2)c(OC)c1,-102*,11,15%,10%
O=C(c1ccco1)N1CCC2(CC1)CN(c1cccc(-c3ccccc3)c1)C2,.,.,3%,-3%
COc1ccc(OC)c2[nH]c(=O)c(CCNC(=O)COc3ccccc3)cc12,-10,2,3%,-2%

# Pulled by compound from above:
SMILES,PNC assembly inh,IMPase inh,15-hLO-2 inh,ALOX12 inhib
O=C(c1ccco1)N1CCC2(CC1)CN(c1cccc(-c3ccccc3)c1)C2,.,.,3%,-3%
C/C(=N\OC(=O)c1ccc(Cl)cc1)c1nccs1,57,8,7%,-4%
Cc1c(Br)c(=O)[nH]c(=O)n1COCc1ccccc1,-1,13,6%,0%
O=C(Cc1ccc(Cl)cc1)N/N=C1\CCCc2ccccc21,101,3,7%,-1%

# Next section:
SMILES,PNC assembly inh,IMPase inh,15-hLO-2 inh,ALOX12 inhib
Cn1c(=O)c2c(nc(N3CCCCCC3)n2Cc2cccc3ccccc23)n(C)c1=O,18,?,3%,-15%
COc1ccccc1N1CCN(C(=O)c2ccc(S(=O)(=O)N3CCCC3)cc2)CC1,-13,-4,-7%,-2%
Cc1cc(C)cc(-n2nnnc2SCC(=O)N2CCOCC2)c1,312,3,.,0%
COc1ccc(/C=N\NC(=O)COc2ccc(Cl)cc2Cl)c(C(=O)O)c1OC,?,-13,.,-4%
COc1ccc(Cn2c(SC)nc3ccccc32)cc1[N+](=O)[O-],?,8,1%,0%
[O-]/[N+](=C\c1ccncc1)c1ccccc1,-28,5,?,-5%
COc1ccc(S(=O)(=O)N2CCN(S(=O)(=O)c3ccc4c(c3)OCCO4)CC2)cc1,?,4,-5%,3%
Cn1cccc1P(=O)(c1cccn1C)c1cccn1C,?,-11,-3%,3%
Cc1cc(C)n(-c2nc(NC(C)(C)C)nc(NC(C)(C)C)n2)n1,11,-22,60%[activator],1%
COc1ccccc1-c1cc(C(F)(F)F)nc(S(=O)(=O)CCCC(=O)Nc2cc(C)on2)n1,-10,5,-24%,-5%
Cn1c(=O)c2c(nc(N3CCOCC3)n2CC(=O)c2ccccc2)n(C)c1=O,?,-5,4%,0%
O=c1oc2ccccc2cc1-c1nnc(-c2cccc(Br)c2)o1,0,2,-13%,-1%
Cc1nn(-c2ccccc2)c(Cl)c1/C=N/NC(=O)c1cccc(S(=O)(=O)N2CCCC2)c1,-28,.,.,0%
CCOC(=O)CSc1nc(C)c2ccccc2n1,9,-7,-6%,2%
CCOC(=O)CNC(=O)C(NC(=O)C1CCC(C)CC1)C(C)CC (stereo not drawn),?,16,5%,-7%

# Screening data deposited in PubChem BioAssay by National Center for Advancing Translational Sciences (NCATS).
